Screening results: PubChem, several laboratories
SR-BI DiI-HDL act: enhances SR-BI lipid uptake from DiI-HDL | CHO ldlA[mSR-BI] cells, DiI-HDL uptake fluorescence, 3 h; 100 = double the neutral-control signal | hit rate 0.096% among 320,000 | activation, % at 12.5 µM | AID 504775;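 active means mean replicate activation of at least 60% and every replicate at or above 60%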;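 further: 0% = median plate neutral-control signal and 100% = twice that signal; values of inactives mirror those of a sister screen read the other way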
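System: CHO ldlA[mSR-BI] cells / Medium: HEPES-buffered (25 mM, pH 7.4) F12 plus 0.5% BSA / Probe or stimulus: labelled HDL, 10 µg/mL / Doses: single compound concentration, delivered by pin transfer / Schedule: 3 h, 37 °C / Measured by: DiI fluorescence, bottom read / Measure: cell-associated DiI fluorescence as measure of HDL uptake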
CAL PDZ FP-1: blocks peptide binding to human CAL PDZ domain; purified CAL PDZ, TMR-peptide fluorescence polarization, 1 h; inhibition, % at 20 µM; hit rate 0.02% among 330,000; AID 504414;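 active means highest replicate inhibition of at least 40%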;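 further: plate controls were DMSO neutral control wells for no effect and unlabeled competitor peptide control wells for full effect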
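Material: tagged CAL PDZ domain; buffer or medium: 25 mM sodium phosphate pH 7.4, 150 mM NaCl, TCEP, IgG, Thesit; compound dosing: single point, 20 µM; schedule: 1 h incubation at room temperature before polarization reading; measured by: FP readout, S and P plane fluorescence; read-out basis: percent inhibition from loss of millipolarization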
LANA DNA inh: blocks KSHV LANA C-terminal domain binding to DNA. AID 504423. inhibition, % at 9 µM. hit rate 0.078% among 340,000. MBP-C-LANA/FAM-LBS DNA binding, fluorescence polarization;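 active means highest replicate inhibition at or above 60% at 9 µM, even if other replicates fall short; inactive means all replicates below 60% inhibition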;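 further: 0% = neutral control wells and 100% = 4 µM acridine orange control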
Keap1-Nrf2 PPI: disrupts human Keap1 binding to Nrf2 peptide | hit rate 0.15% among 340,000 | inhibition, % at 9.4 µM | Q14145 | Keap1 Kelch-Nrf2 peptide fluorescence polarization, 1536-well; in the data active means inhibition above about 12%;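 further: human Keap1 Kelch domain with fluorescein labeled Nrf2 9mer peptide probe; 0% = neutral control wells and 100% = peptide positive control; higher means more block of Keap1 binding to Nrf2 peptide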
Rtt109 Vps75: C. albicans Rtt109 histone acetyltransferase inhibition | hit rate 0.16% among 330,000 | Q5AAJ8 | purified Rtt109/Vps75, ThioGlo CoA-SH fluorescence, 4 h | inhibition, % at 34.9 µM;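 active means inhibition of at least 50% in every replicate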
DAGLB inh: diacylglycerol lipase beta (human) inhibition; HEK293T DAGLB membrane lysate, EnzChek fluorogenic substrate; inhibition, % at 5.17 µM; hit rate 0.059% among 340,000; AID 504411; in the data active means inhibition above about 34%;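 further: 0% = enzyme with vehicle and 100% = wells lacking enzyme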
Target sequence (Q8NCG7 whole entry, looked up): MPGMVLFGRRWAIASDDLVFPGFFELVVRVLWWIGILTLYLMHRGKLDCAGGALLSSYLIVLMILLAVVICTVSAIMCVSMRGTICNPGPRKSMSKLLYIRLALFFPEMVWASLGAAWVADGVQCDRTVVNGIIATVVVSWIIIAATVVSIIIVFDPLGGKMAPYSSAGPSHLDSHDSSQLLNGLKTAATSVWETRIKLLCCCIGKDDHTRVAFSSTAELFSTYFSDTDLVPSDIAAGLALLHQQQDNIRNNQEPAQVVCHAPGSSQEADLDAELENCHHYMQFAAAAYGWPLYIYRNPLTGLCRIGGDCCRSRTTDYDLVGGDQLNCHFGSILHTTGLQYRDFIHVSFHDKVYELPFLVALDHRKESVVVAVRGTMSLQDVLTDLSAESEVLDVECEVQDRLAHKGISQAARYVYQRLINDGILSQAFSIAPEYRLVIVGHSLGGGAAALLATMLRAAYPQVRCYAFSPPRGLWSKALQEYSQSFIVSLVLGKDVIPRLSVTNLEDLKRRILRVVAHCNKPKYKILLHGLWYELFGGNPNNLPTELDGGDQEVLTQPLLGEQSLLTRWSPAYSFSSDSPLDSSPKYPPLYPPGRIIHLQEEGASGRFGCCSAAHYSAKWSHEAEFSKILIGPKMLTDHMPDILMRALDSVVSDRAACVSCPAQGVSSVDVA
CAL PDZ FP-2: inhibitors of human CAL PDZ peptide binding | Q9HD26 | purified CAL PDZ, TMR-peptide fluorescence polarization, 1 h | inhibition, % at 24.9 µM | hit rate 0.92% among 300,000 | AID 602252;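 active means mean inhibition of at least 30% with at least half of replicates also reaching 30%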;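 further: 0% = DMSO neutral control and 100% = excess unlabeled competitor peptide PRC23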
Cardiac RTF inh: cardiac RTF calcium desensitization | inhibition, % at 7.15 µM | hit rate 0.12% among 340,000 | IANBD-labeled cardiac RTF, Ca2+ fluorescence | P19429+P45379 | AID 493244;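 active means inhibition above the mean inhibition of all tested compounds plus 3 SD, cut at about 17% in these data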;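 further: assay run at fixed EC70 calcium of 1.6 mM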
PKA-R2B activ: PKA-R2B complex activation; PKA-R2B holoenzyme dissociation, Cy5-IP20 fluorescence polarization; R2B truncated from residue 108, S112A mutant; 0% DMSO only, 100% 113 µM cGMP; activation, % at 11.4 µM; hit rate 0.079% among 340,000; AID 504700;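 active means activation above a cutoff set at the mean over all compounds plus 3 SD, cut at about 18% in these data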;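 further: higher means more holoenzyme dissociation and a rise in polarization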
Target sequence (P31323 whole entry, looked up, other chains not shown, the tested form may be a part): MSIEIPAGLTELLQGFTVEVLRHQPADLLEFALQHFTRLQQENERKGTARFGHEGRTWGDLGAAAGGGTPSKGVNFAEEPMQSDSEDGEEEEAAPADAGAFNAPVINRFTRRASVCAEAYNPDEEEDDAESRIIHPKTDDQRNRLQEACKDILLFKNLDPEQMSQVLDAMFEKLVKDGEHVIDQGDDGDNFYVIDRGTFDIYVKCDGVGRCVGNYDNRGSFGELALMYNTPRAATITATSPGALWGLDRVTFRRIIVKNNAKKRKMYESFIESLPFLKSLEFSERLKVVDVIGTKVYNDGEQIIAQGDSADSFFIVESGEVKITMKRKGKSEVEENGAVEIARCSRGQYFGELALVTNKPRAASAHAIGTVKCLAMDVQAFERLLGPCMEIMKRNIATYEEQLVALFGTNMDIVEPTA
cardiac RTF act: cardiac RTF calcium sensitization; AID 493008; hit rate 0.24% among 340,000; P19429+P45379; activation, % at 7.2 µM; IANBD-labeled TnC RTF fluorescence at EC20 calcium; 0% EC20 calcium, 100% full calcium;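 active means activation above the mean over all tested compounds plus 3 SD, cut at about 30% in these data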;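 further: rise in fluorescence read as greater calcium sensitivity of cardiac thin filaments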
Numbers without * were called inactive; · = no result given.

Fields – LANA DNA inh	CAL PDZ FP-1	DAGLB inh	Cardiac RTF inh	Keap1-Nrf2 PPI	CAL PDZ FP-2	cardiac RTF act	SR-BI DiI-HDL act	Rtt109 Vps75	PKA-R2B activ
CC(NC(=O)COC(=O)c1ccccc1O)C1CC2CCC1C2 (stereo unspecified)
 : -0.2	0.1	1	5	-5	-1	3	8	-1	0
O=S(=O)(c1ccc(SCc2ccccc2F)nc1)N1CCCC1
 : 0.3	-2.5	-7	1	-1	-7	-2	·	-8	2
O=C(N/N=C/c1ccccc1O)C1CC(=O)N(c2ccc(Cl)cc2)C1 (stereo unspecified)
 : -4.5	-1.2	2	1	2	-1	0	7	-23	5
CCCN(CC(=O)Nc1ccccc1OC)C(=O)c1cc2ccccc2o1
 : -1.3	-0.3	-2	-7	2	·	-3	-30	1	-7
CCN(CC)CCn1c2c(c(SCC(=O)Nc3cccc4ccccc34)nc1=O)CCC2
 : 0.4	-0.6	-3	-10	-6	-2	-4	13	-3	5
COc1ccc(OC)c(NC(=O)COC(=O)CCCN2C(=O)c3ccccc3C2=O)c1
 : -1.2	0.3	1	-7	3	-5	3	23	2	-9
Cc1cc(C)c(C(=O)Cn2nc(C)c([N+](=O)[O-])c2C)cc1C
 : -0.3	-2.9	-6	-4	-8	-3	6	-41	3	-2
CCNS(=O)(=O)c1ccc(NC(=O)c2ccc(Cn3cc(Br)cn3)o2)cc1
 : -0.2	-2.6	0	0	-2	-3	5	-22	16	-14
COc1cc(/C=C/[N+](=O)[O-])ccc1OC(=O)/C=C/c1ccc(F)cc1
 : ·	-1.0	-6	-3	-8	-5	6	13	3	-6
CC(C)CC(=O)Nc1nc(=S)ss1
 : -0.2	-0.3	0	-1	3	-2	-5	45	-12	-9
CCN1C(=NCC(C)C)N[C@@H](CCc2ccccc2)[C@H](C(=O)NCC(C)C)[C@H]1C
 : 1.2	-0.4	1	8	3	-5	2	2	-18	5
C=CCn1c(C)cc(C(=O)CSc2nnc(NCc3ccccc3)s2)c1C
 : -1.0	-1.1	0	-5	-3	-1	-3	-26	1	-8
CSc1nnc(C)c(=O)n1COC(=O)COc1ccc2ccccc2c1
 : 3.3	-2.8	-4	-24	-1	-3	2	-2	-3	0
COc1cccc(C(=O)OCc2ccccc2C#N)c1O
 : 1.0	-1.0	-4	-10	2	-2	2	17	-15	-3
COCCCN=C1NN=C(c2cc(C)n(-c3ccccc3F)c2C)CS1
 : -0.8	-2.3	1	-2	-9	-2	4	-4	·	-15
CC(C)NS(=O)(=O)c1ccc(CCC(=O)Nc2cc(Cl)ccc2Oc2ccccc2)cc1
 : -1.6	-0.4	-3	-1	-3	-3	-4	-52	3	0
COc1ccc(N2CCN(C(=O)/C(C#N)=C/c3ccccc3)CC2)cc1
 : -2.1	-1.2	2	-1	-5	·	2	2	4	1
COc1ccc(Br)cc1/C=N/Nc1cccc(C(=O)O)c1
 : 1.8	-2.5	5	4	0	-2	0	0	13	-2
O=C(NNC1OC(CO)C(O)C(O)C1O)c1cccnc1 (stereo unspecified)
 : 0.1	-0.1	-1	-1	-5	-3	2	20	-12	-9
COc1ccc(C)cc1NC(=O)C(OC(=O)Cn1cnc2c1c(=O)n(C)c(=O)n2C)c1ccccc1 (stereo unspecified)
 : 1.1	-0.9	-2	-8	3	·	-5	-7	1	-4
O=C(c1cc2cc(F)ccc2[nH]1)N1CCN(c2cccc(Cl)c2)CC1
 : 0.5	-1.8	1	2	-3	-2	-3	-25	-11	2
Cc1cc(N2CCOCC2)nc(C(C)C)n1
 : -1.8	-0.7	0	0	-3	-8	3	6	5	-9
CC(=O)C1=C(O)C(=O)N(c2ccc(S(N)(=O)=O)cc2)C1c1ccc([N+](=O)[O-])cc1 (stereo unspecified)
 : 0.6	0.3	0	-2	-2	-2	2	30	-2	16
CCC(=O)NC(Nc1c(C)n(C)n(-c2ccccc2)c1=O)C(Cl)(Cl)Cl (stereo unspecified)
 : -1.0	-2.1	0	1	1	1	2	28	2	-9
CN1N=C(C(=O)N2CCCC(Nc3ccc(F)c(F)c3)C2)CCC1=O (stereo unspecified)
 : -2.3	-3.9	0	-1	-1	-3	-2	-2	-3	-6
CCOc1ccccc1N1CCN(C(=O)c2ccc(OCC(=O)N3CCOCC3)c(OC)c2)CC1
 : 0.6	-2.6	0	-2	-1	-2	1	-1	9	-1
O=C(CN1CCOCC1)Nc1cc([N+](=O)[O-])ccc1Cl
 : -1.4	-0.6	8	-13	3	-1	1	21	-3	1
CC(=O)OC/C=C(\C)CCC=C(C)C
 : -0.7	-0.3	-3	2	-4	0	3	4	-2	-2
Cc1onc(-c2c(Cl)cccc2Cl)c1C(=O)N=S(C)(=O)c1ccccc1 (stereo unspecified)
 : 1.1	-0.6	·	·	2	·	·	-3	5	·
COc1ccc2nc(NC(=O)c3ccc([N+](=O)[O-])o3)sc2c1
 : -4.0	-0.8	7	7	3	-7	-5	-19	-4	5
Cc1[nH]c(C)c(S(=O)(=O)N2CCCCC2)c1C(=O)N1CCCCC1
 : -0.5	-1.1	-1	-7	-1	-1	1	26	3	4
CC1CCC(NC(=O)CCCn2sc3ccccc3c2=O)CC1 (stereo unspecified)
 : 0.6	-1.3	-1	-4	-3	26	5	16	-1	-4
Cc1cc(C(=O)OCC(=O)c2cccc([N+](=O)[O-])c2)c2cccc(C)c2n1
 : 0.2	-0.1	-2	1	1	10	3	-9	-15	1
O=Cc1c(N2CCCCC2)nc2ccccn2c1=O
 : 0.4	0.3	·	·	-3	0	·	8	4	·
COc1ccc([C@H]2C(C(=O)O)=C[C@@H](C(C)(C)C)N2S(=O)(=O)c2ccc(C)cc2)cc1OC
 : -1.0	0.8	0	-1	-5	-3	9	4	5	-5
COc1cc(NC(=O)C(C)C)ccc1NC(=O)c1cc2ccccc2o1
 : -1.3	0.4	-2	-3	2	·	0	-45	-3	-9
COc1ccccc1NC(=O)CCN1C(=O)C2C3CCC(C3)C2C1=O (stereo unspecified)
 : 0.4	-2.0	1	-3	-1	-3	3	34	-6	-5
CCCc1ccccc1OCCNC(=O)c1cc(=O)n(C)c(=O)n1C
 : 6.3	-2.6	0	-2	4	-2	-4	-4	19	-4
N#CCC(=O)Nn1c(=S)[nH]c2ccccc2c1=O
 : -1.5	-0.2	1	-6	-1	-5	2	44	1	2
O=C(NCCSc1ncc(-c2ccc(F)cc2)[nH]1)c1ccco1
 : 0.9	-2.7	0	-5	1	-2	2	6	2	0
CCCC(=O)Nc1ccc(N2CCN(S(C)(=O)=O)CC2)cc1
 : 0.4	-0.8	-2	-14	-6	-1	6	21	4	-5
CCOC(=O)NC1(C(F)(F)F)NC(=O)N(c2cccc(C(F)(F)F)c2)C1=O (stereo unspecified)
 : -0.7	-3.8	-3	-8	-2	2	5	17	-4	-1
O=C(O)c1nccnc1C(=O)N1CCN(c2ccccc2)CC1
 : -0.8	-1.6	-1	12	0	0	-2	7	5	-11
COc1ccc(N=C2SC(C(N)=O)CC(=O)N2CCc2ccc(OC)c(OC)c2)cc1 (stereo unspecified)
 : -2.1	·	0	-11	-2	-3	2	-43	3	-1
CC(=O)Nc1ccc(NC(=O)c2sc3nc4n(c(=O)c3c2C)CCCCC4)cc1
 : 1.1	-5.3	2	-2	-1	-1	0	-5	·	-7

An excerpt of these results, comma-delimited.
compound,LANA DNA inh,CAL PDZ FP-1,DAGLB inh,Cardiac RTF inh,Keap1-Nrf2 PPI,CAL PDZ FP-2,cardiac RTF act,SR-BI DiI-HDL act,Rtt109 Vps75,PKA-R2B activ
O=Cc1c(N2CCCCC2)nc2ccccn2c1=O,0.4,0.3,·,·,-3,0,·,8,4,·
COc1ccc([C@H]2C(C(=O)O)=C[C@@H](C(C)(C)C)N2S(=O)(=O)c2ccc(C)cc2)cc1OC,-1.0,0.8,0,-1,-5,-3,9,4,5,-5

Continuation:
Fields – LANA DNA inh	CAL PDZ FP-1	DAGLB inh	Cardiac RTF inh	Keap1-Nrf2 PPI	CAL PDZ FP-2	cardiac RTF act	SR-BI DiI-HDL act	Rtt109 Vps75	PKA-R2B activ
Cc1cc(C)c2c(N)c(C(=O)N3CCCCCC3)sc2n1
 : -4.0	0.6	2	-8	-3	-2	0	-42	4	2
O=C(Nc1ccccc1)Nc1cc(Cl)cc(Cl)c1
 : -1.6	-1.8	-8	-2	-6	-2	-2	-44	13	-1
COC(=O)CCc1c(C)[nH]c(=S)[nH]c1=O
 : -0.4	-0.8	-1	-7	-5	10	1	-41	7	-10
O=C(CSc1nncn1-c1ccccc1)Nc1ccc(F)cc1F
 : -1.2	-2.2	-1	1	-3	-3	0	3	-7	-5
CCc1ccc2oc(-c3ccc(NC(C)=O)cc3)nc2c1
 : 2.9	7.6	-1	0	-5	-2	-1	-15	8	-4
Cc1ccc(NC(=O)NNC(=O)c2cc3ccccc3cc2O)cc1
 : 0.6	-0.7	4	3	-17	·	-1	·	0	2
C=CCN1C(=O)CN=C1Nc1ccc(OC)cc1OC
 : -0.7	·	1	1	-7	-5	-6	9	-5	-1
Cc1cccc(NC(=O)CSc2nnc(-c3ccccc3C)o2)c1
 : 0.1	-2.8	-7	-7	-1	·	2	15	0	-5
COc1ccc(C2C(C#N)=C(C)NC3=C2S(=O)(=O)c2ccccc23)cc1 (stereo unspecified)
 : -1.3	-3.8	-3	-4	3	1	0	-36	-4	8
COc1ccc(/C=N/OCC(=O)N=Nc2c(O)[nH]c3ccc(Br)cc23)cc1
 : 0.3	-0.8	2	1	-4	-7	-5	-2	-1	-1
CC(C)CNC(=O)C1CCCN(C(=O)NCc2ccccc2)C1 (stereo unspecified)
 : 0.3	0.1	-3	6	-1	-8	0	19	3	-1
CCN(c1ccc2c(c1)OCO2)S(=O)(=O)c1cc(Br)cc2c1N(C(C)=O)CC2
 : 2.4	-1.3	1	1	1	1	1	-12	11	-2
COc1cccc(NC(=O)CN(c2ccccc2OC)S(=O)(=O)c2cccs2)c1
 : 1.3	-2.3	0	4	-3	·	-3	-5	6	-1
C[C@]12c3[nH]c4ccccc4c3CCN1C(=O)C(CC(=O)NCCc1ccccn1)C[C@@H]2C(=O)N1CCOCC1 (stereo partly specified)
 : -1.6	-0.3	1	-15	0	-4	-2	14	2	-13
COc1ccccc1-n1c(C)nc2cc(C(=O)O)ccc21
 : -0.8	-1.1	1	-5	-3	6	-6	15	4	6
CCN(CC)S(=O)(=O)c1ccc(C(=O)Nc2cc(S(=O)(=O)N3CCOCC3)ccc2O)cc1
 : 1.1	-0.3	2	0	-2	4	6	2	-2	9
CCN1C(=O)N[C@@H](c2ccccc2)[C@@H](C(=O)OC)[C@H]1C
 : 1.3	0.1	0	5	-3	2	-2	15	1	6

A few values from the list:
`COC(=O)CCc1c(C)[nH]c(=S)[nH]c1=O` in CAL PDZ FP-2 reads 10
`CCN(CC)S(=O)(=O)c1ccc(C(=O)Nc2cc(S(=O)(=O)N3CCOCC3)ccc2O)cc1` in cardiac RTF act reads 6
